# SR-BI DiI inh: inhibitors of SR-BI mediated HDL lipid uptake, primary screen, ldlA[mSR-BI] cells, fluorescence, single point; Scavenger receptor class B member 1 (Mus musculus), Q61009; inhibition, % at 12.5 µM; actives 0.96% (n = 320,000); ldlA[mSR-BI] CHO cells, DiI-HDL uptake fluorescence, 3 h; AID 488896, 2010;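 active = mean replicate inhibition of at least 70% and a set share of replicates each scoring 70 or more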;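 also: 0% = median of neutral control wells and 100% = median of positive control wells; values of inactives mirror those of a sister screen read the other way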
# Target sequence (Q61009 whole entry, looked up): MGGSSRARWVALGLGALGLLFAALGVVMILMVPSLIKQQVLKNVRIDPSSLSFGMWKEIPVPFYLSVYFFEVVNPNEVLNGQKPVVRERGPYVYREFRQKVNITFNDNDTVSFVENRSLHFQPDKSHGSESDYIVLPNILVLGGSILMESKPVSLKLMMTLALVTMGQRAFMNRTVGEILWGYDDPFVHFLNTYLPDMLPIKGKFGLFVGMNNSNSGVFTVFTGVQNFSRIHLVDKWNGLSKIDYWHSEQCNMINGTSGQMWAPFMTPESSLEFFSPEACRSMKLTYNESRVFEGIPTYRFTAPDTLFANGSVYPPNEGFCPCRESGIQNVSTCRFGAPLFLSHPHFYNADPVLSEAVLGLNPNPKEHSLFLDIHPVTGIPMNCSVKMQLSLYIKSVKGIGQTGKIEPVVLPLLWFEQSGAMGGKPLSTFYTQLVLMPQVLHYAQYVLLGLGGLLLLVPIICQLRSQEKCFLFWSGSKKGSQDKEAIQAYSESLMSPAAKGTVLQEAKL
# Arrestin-AP2 inh: inhibitors of beta-arrestin/AP2 binding, primary screen, biochemical, GPCR trafficking, flow cytometry. actives 0.31% (n = 340,000). FITC-arrestin peptide / GST-AP2 beads; AP2 beta2 appendage carries R879A mutation. inhibition, % at 10 µM;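 active = inhibition above a set limit, near 3 SD of compounds lacking own fluorescence, cut at about 54% in these data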;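 also: plate controls were DMSO wells for no effect and 5 µM unlabelled arrestin peptide for full effect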
#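 Test system: GST-tagged AP2 beta2-adaptin appendage (R879A) on 4 µm glutathione beads; also added: fluorescein-tagged arrestin peptide at 50 nM final; timing: 12 min plus 1 h, RT; signal: flow cytometry, FL1 (488/535 nm); read-out: percent drop in bead-associated FITC signal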
# dFosB activator: activators of delta FosB homodimer, primary screen, biochemical, fluorescence polarization, TAMRA-CDK5 oligo, single point. purified delta FosB; percent of positive-control signal above neutral wells. activation, % at 25 µM. Protein FosB (Mus musculus), P13346. actives 0.99% (n = 340,000);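 active = mean activation above about 17%, with every replicate also reaching it, limit read from the data, passing the limit was not always enough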;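 also: fluorescence polarization rise as delta FosB binds a TAMRA Cdk5 AP-1 oligo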
# CDK5 inh: inhibitors of human CDK5/p35 kinase, primary screen, biochemical, single concentration; actives 0.01% (n = 330,000); inhibition, % at 10 µM; Recombinant CDK5/p35, ADP-Glo luminescence, 60 min; AID 488839, 2010; Cyclin-dependent kinase 5 (Homo sapiens) + Cyclin-dependent kinase 5 activator 1 (Homo …;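 active = highest replicate inhibition of at least 50% and at least 75% of replicates reaching 50%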;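 also: plate controls were DMSO neutral control for no effect and GW8510 at 10 µM for full effect; many of its hits are not listed in these tables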
# Pemphigus Ab inh: inhibitors of pemphigus antibody binding to DSG3, primary screen, biochemical, bead-based, flow cytometry, scFv-GFP; Desmoglein-3 (Homo sapiens), P32926; DSG3-coupled beads, scFv-anti-DSG3-GFP binding; active compounds read low; binding (percent of control), % at 10 µM; actives 0.48% (n = 310,000);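 active = binding more than 3 SD below its plate's average and above zero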;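 also: hits lower antibody fragment binding to DSG3; some compounds called inactive have numbers as strong as hits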
# PKA-R2B act: activators of PKA-R2B holoenzyme, primary screen, biochemical, fluorescence polarization, Cy5-IP20, human; cAMP-dependent protein kinase catalytic subunit beta (Homo sapiens) + cAMP-dependent …; activation, % at 11.4 µM; AID 504700, 2011; actives 0.079% (n = 340,000); PKA-R2B holoenzyme dissociation; R2B truncated from residue 108, S112A mutant; 0% DMSO only, 100% 113 µM cGMP;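 active = activation above a cutoff set at the mean over all compounds plus 3 SD, cut at about 18% in these data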;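 also: higher means more holoenzyme dissociation and a rise in polarization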
# Target sequence (P31323 whole entry, looked up, other chains not shown, the tested form may be a part): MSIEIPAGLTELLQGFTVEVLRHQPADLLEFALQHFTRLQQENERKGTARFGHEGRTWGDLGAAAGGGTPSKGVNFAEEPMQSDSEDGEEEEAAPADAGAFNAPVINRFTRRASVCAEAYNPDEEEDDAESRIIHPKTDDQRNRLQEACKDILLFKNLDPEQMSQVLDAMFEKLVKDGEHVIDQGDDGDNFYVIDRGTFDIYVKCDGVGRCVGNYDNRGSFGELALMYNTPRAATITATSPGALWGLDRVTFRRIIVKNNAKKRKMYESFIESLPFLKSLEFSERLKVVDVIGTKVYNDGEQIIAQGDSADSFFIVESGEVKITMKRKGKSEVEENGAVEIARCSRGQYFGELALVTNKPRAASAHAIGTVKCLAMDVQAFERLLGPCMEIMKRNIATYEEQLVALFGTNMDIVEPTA
# PKA-R1A activ: activators of PKA-R1A holoenzyme, primary screen, biochemical, fluorescence polarization, Cy5-IP20, bovine R1A, mouse PKAc. cAMP-dependent protein kinase type I-alpha regulatory subunit (Bos taurus) + …. PKA-R1A dissociation; scaled: DMSO 0%, 113 µM cGMP 100%. activation, % at 11.4 µM. actives 0.083% (n = 340,000);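 active = percent activation above the mean of all tested compounds plus 3 SD, cut at about 19% in these data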;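 also: higher means more PKAc released from R1A so a rise in polarization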
# SUMO Mot1 rescue: yeast Mot1-301 growth rescue at high temperature, primary screen, SUMOylation pathway inhibitor project, S. cerevisiae, ATP luminescence, 38.5C | S. cerevisiae Mot1-301 growth rescue; percent above DMSO median, 100 means doubled | growth rescue, % at 18.8 µM | actives 1% (n = 320,000);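 active = every valid replicate shows activation above 250% relative to neutral control wells; inactive = the rest, any valid replicate at or below 250%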;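 also: OY570 slx delta 5 strain wells were the positive control but not used for scaling; some compounds called inactive have numbers as strong as hits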
# SR-BI uptake up: activators of SR-BI mediated DiI-HDL uptake, primary screen, ldlA[mSR-BI] CHO cells, DiI fluorescence; 3 h; 100 = double the neutral-control signal; activation, % at 12.5 µM; actives 0.096% (n = 320,000); AID 504775, 2011;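 active = mean replicate activation of at least 60% and every replicate at or above 60%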;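 also: 0% = median plate neutral-control signal and 100% = twice that signal; values of inactives mirror those of a sister screen read the other way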
#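 system = CHO ldlA[mSR-BI] cells, LDL receptor-null, SR-BI overexpressing | medium = Ham's F12 with 0.5% BSA, HEPES 25 mM, pH 7.4 | probe or stimulus = DiI-HDL 10 µg/mL | compound dosing = single-point compound dose | incubation = compound exposure 3 h, 37 °C | technique = DiI fluorescence, bottom read | read-out = cell-associated DiI fluorescence as measure of HDL uptake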
# NSD2 inh: NSD2 histone methyltransferase inhibitors, primary screen, biochemical, AlphaScreen, single concentration, set 2. Histone-lysine N-methyltransferase NSD2 (Homo sapiens), O96028. NSD2 peptide methylation, 120 min. inhibition, % at 12.5 µM. actives 0.54% (n = 310,000); in the data active = inhibition above about 50%
# MITF act: activators of MITF-driven TRPM1 promoter reporter, primary screen, cell-based, SK-MEL-5, luciferase, single point; actives 0.75% (n = 300,000); SK-MEL-5 TRPM1-promoter luciferase, 24 h; % of positive control, neutral wells = 0; activation, % at 12.5 µM;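 active = mean activation of at least 80% with every replicate also reaching 80%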;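 also: 0% = neutral control wells and 100% = parthenolide positive control wells; values of inactives mirror those of a sister screen read the other way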
# Numbers without * were called inactive; . = no result given.
# The first two records, to show the layout:
SR-BI DiI inh	Arrestin-AP2 inh	dFosB activator	smiles	CDK5 inh	Pemphigus Ab inh	PKA-R2B act	PKA-R1A activ	SUMO Mot1 rescue	SR-BI uptake up	NSD2 inh	MITF act
66.9	5.7	-7.8	COc1ccc(-c2oc3cccnc3c2/C=C/c2ccc(OC)c(OC)c2)cc1	0.2	98.7	4.5	1.0	10.5	-66.9	.	41.9
-22.1	-9.5	-0.1	O=C(CCN1CCN(c2ccccc2)CC1)NNC(=O)Cc1ccc(Br)cc1	-3.0	103.1	-1.1	4.5	.	22.1	0.5	-6.8

# All compounds of this part, repeating the preview:
SR-BI DiI inh	Arrestin-AP2 inh	dFosB activator	smiles	CDK5 inh	Pemphigus Ab inh	PKA-R2B act	PKA-R1A activ	SUMO Mot1 rescue	SR-BI uptake up	NSD2 inh	MITF act
66.9	5.7	-7.8	COc1ccc(-c2oc3cccnc3c2/C=C/c2ccc(OC)c(OC)c2)cc1	0.2	98.7	4.5	1.0	10.5	-66.9	.	41.9
-22.1	-9.5	-0.1	O=C(CCN1CCN(c2ccccc2)CC1)NNC(=O)Cc1ccc(Br)cc1	-3.0	103.1	-1.1	4.5	.	22.1	0.5	-6.8
24.9	-5.9	-6.6	O=C(Nc1nc2cc3c(cc2s1)OCCO3)C1CCCCC1	-0.6	95.1	-1.3	-14.7	.	-24.9	.	90.8*
-35.3	33.6	-7.3	O=C(COc1ccc(S(=O)(=O)N2CCCC2)cc1[N+](=O)[O-])N1CCCC1	0.3	103.2	-5.1	9.8	.	35.3	9.7	4.0
-16.1	1.2	0.1	Nc1ccccc1SCc1cn2cccnc2n1	1.4	98.7	-4.8	4.1	7.5	16.1	.	9.3
7.4	19.7	-0.5	Nc1cccc(NC(=O)CN2CCOCC2)c1	0.0	87.9	-5.1	1.3	-8.0	-7.4	-0.6	0.3
-11.5	-9.7	12.4	O=C(NCCc1ccccc1)c1cc(-c2ccncc2)nc2ccc(S(=O)(=O)N3CCOCC3)cc12	1.5	106.6	-3.6	10.8	-10.7	11.5	-2.0	6.5
14.3	0.6	-2.1	COc1cccc(C2CC(c3ccccc3)Nc3nc(N)nn32)c1 (centres undefined)	0.8	107.1	-3.5	10.1	13.1	-14.2	.	3.5
.	10.7	-1.0	O=C(O)c1csc(-c2cccs2)n1	2.7	117.3	-2.0	0.3	45.6	.	.	-5.4
-15.4	3.0	0.6	CCCCC(c1nnnn1CCOC)N1CCN(Cc2ccccc2)CC1 (centres undefined)	0.3	.	6.9	18.0	4.8	15.4	0.4	1.7
-3.7	16.4	-3.4	CCCCCn1c(SCC(=O)OC)nc2c1c(=O)[nH]c(=O)n2C	3.3	103.7	-1.7	4.0	-8.7	3.7	.	.
0.0	6.5	-6.0	Cc1[nH]n(-c2ccccc2)c(=O)c1N=Nc1cccc(C(=O)O)c1	3.0	91.7	-0.9	5.6	-0.6	0.0	5.0	-63.3
10.1	4.8	-6.7	Cc1ccc(C)c(NC(=O)c2cc(=O)c3ccccc3o2)c1	-1.1	110.7	-9.5	-10.4	1.4	-10.1	-1.9	48.0
2.9	-6.2	-36.5	O=c1cc(-c2ccccc2F)oc2ccccc12	0.1	.	-8.1	-1.9	117.6	-2.9	-2.0	.
-11.2	11.6	-8.6	CC(C)(C)c1ccc(NC(=O)c2ccc(=O)[nH]n2)cc1	0.0	109.6	1.7	4.9	5.6	11.2	0.0	97.4*
29.1	6.4	5.5	O=C(Nc1ccccc1N1CCCCC1)c1cccs1	-0.9	98.0	2.3	-3.5	-1.3	-29.1	-11.0	-4.9
17.7	14.6	-3.6	O=C1N(Cc2cccnc2)C[C@@H]2C[C@@H](c3ccccc3C#Cc3ccccc3)N3CCC[C@@]123	-0.8	106.7	3.7	-3.7	-17.0	-17.7	-1.5	0.1
-27.2	22.3	0.3	COCc1nnc(NC(=O)CCc2ccccc2)s1	-0.4	.	-2.1	5.5	29.4	27.2	.	-9.9
21.8	2.5	-7.3	O=C(c1cc2nc(-c3ccco3)cc(C(F)(F)F)n2n1)N1CCN(Cc2ccccc2)CC1	-1.4	106.8	3.3	2.7	-8.8	-21.8	.	2.7
-10.4	10.0	5.4	O=[N+]([O-])c1ccccc1S(=O)(=O)NCc1ccc(F)cc1	1.6	105.1	.	.	7.9	10.4	-0.8	10.8
34.3	-9.4	-16.8	CC(NCC(=O)Nc1ccccc1C(=O)NC1CC1)c1ccc(F)cc1F (centres undefined)	-0.2	104.6	-21.0	0.8	3.0	-34.3	-1.0	-4.3
6.1	.	3.4	O=C(COc1ccccc1F)N1c2ccccc2CCc2ccccc21	0.8	97.4	-4.6	1.7	-10.1	-6.1	-1.5	-0.5
-23.0	-5.1	1.2	O=C(O)c1ccc(Cl)c(S(=O)(=O)Nc2ccccc2N2CCOCC2)c1	-0.6	96.9	4.0	4.4	5.3	23.0	-1.5	1.2
1.8	-3.2	-12.9	CC(C)C(=O)N(Cc1ccccc1)S(=O)(=O)c1ccc2c(c1)oc(=O)n2C	-2.3	124.3	14.7	-10.2	-14.5	-1.8	-2.2	-21.2
-38.4	13.4	-7.7	COc1ccccc1N1C(=N)S/C(=C\c2ccc(-c3ccccc3C(=O)O)o2)C1=O	-3.1	127.0	7.7	13.8	-9.0	38.4	0.8	-27.1
11.0	4.3	0.3	CCOC(=O)CSc1nc(-c2ccc(OC)cc2)ns1	1.8	101.8	-11.4	-13.6	161.5	-11.0	-9.8	.
9.8	7.0	3.1	CC(C)(C)n1nnnc1C(c1ccc(Cl)cc1)N1CCSCC1 (centres undefined)	1.2	143.7	-2.3	-23.3	72.8	-9.8	-2.2	-2.8
5.3	22.7	-4.2	Cc1c(S(=O)(=O)N2CCN(c3ccccc3)CC2)c(=O)n(C)c(=O)n1C	0.0	86.2	-4.0	-10.6	-1.4	-5.3	0.1	1.0
-6.9	-4.1	2.5	COc1cccc(OCCCCSc2ncccn2)c1	1.9	93.6	-13.8	-8.0	3.7	6.9	-6.2	40.9
-24.9	7.2	-7.6	Cc1ccc(Nc2ccc(C(F)(F)F)cc2[N+](=O)[O-])cc1	-1.4	119.2	0.3	-1.8	-22.8	24.9	.	5.4
-31.8	-0.1	-3.5	Cc1ccc(-n2sc3ccccc3c2=O)cc1	1.0	.	-4.4	-11.8	176.9	31.8	3.6	25.2
12.5	-4.1	-3.7	COCCN(C(=O)CSc1nc2ccc(Cl)cc2[nH]1)c1c(N)n(Cc2ccccc2)c(=O)[nH]c1=O	0.2	106.3	-10.1	-4.4	-10.8	-12.5	1.4	-7.2
-1.8	6.4	-0.3	N#CCC(=O)Nc1cc(C(F)(F)F)ccc1N1CCOCC1	-0.3	.	9.5	-4.4	.	1.8	.	-8.0
1.8	1.3	-6.2	Cn1c(=O)n(C)c2cc(CN3C(=O)OC(C)(C)C3(C)O)ccc21 (centres undefined)	1.6	99.9	-4.5	-10.2	-4.1	-1.8	.	11.4
41.3	-8.8	-3.9	Cc1onc(-c2ccc3c(c2)OCO3)c1-c1ccc2[nH]ccc2c1	0.0	99.9	2.4	-8.7	13.8	-41.3	.	-23.0
-5.6	12.3	-9.0	CC(=O)N1CC(c2ccccc2)C(c2ccc(Cl)cc2)=N1 (centres undefined)	.	96.1	-3.7	4.7	-21.5	5.6	-1.4	-7.0
-14.5	9.7	-8.1	COC(=O)c1ccc(COc2ccc(/C=N/O)cc2OC)o1	1.2	92.1	-7.5	1.8	156.0	14.5	-6.1	49.8
-5.3	-1.3	-3.5	COc1cc(/C=N/NC(=O)c2nc3ccccn3c2C)cc(OC)c1O	-1.2	114.7	-8.8	2.7	3.7	5.3	-6.6	3.5
-9.6	4.3	-14.6	COCCCN1C(=O)C2C(C(=O)Nc3cc(C)cc(C)c3)C3C=CC2(O3)C1C(=O)NC1CCCCC1 (centres undefined)	-0.1	98.2	-6.6	-10.1	-6.7	9.6	7.3	11.1
-11.7	-7.6	-2.6	Cn1c(=O)n(C)c2cc(NS(=O)(=O)c3ccc(F)cc3)ccc21	1.1	96.5	2.9	0.4	74.3	11.7	-9.2	0.2
15.1	8.2	-6.7	O=C(Nc1ccc2c(c1)OCCO2)C1CCN(C(=O)c2ccc(Cl)cc2)CC1	-0.4	68.8	-2.7	-5.8	-8.3	-15.1	-1.4	4.7
-9.7	-6.8	5.8	Cc1cc(CNC(=O)c2ccc3nc(Cc4ccccc4F)oc3c2)nn1C	-0.5	100.2	-0.8	-8.6	6.6	9.7	0.9	93.7*
-31.0	21.3	14.8	Oc1ccc(Nc2nc(NCC3CCCO3)c3ccccc3n2)cc1 (centres undefined)	2.3	.	-5.7	-0.9	.	.	20.3	12.4
.	-7.6	-9.1	CCCNC(=O)N(CCOC)CC1CCCN(C2Cc3ccccc3C2)C1 (centres undefined)	-1.4	106.4	8.7	4.9	-5.4	.	-2.5	4.0
15.9	-20.4	-7.7	O=C(c1ccc(F)cc1)C1CCN(S(=O)(=O)c2ccccc2)CC1	-0.4	108.2	-12.3	-3.2	-1.5	-15.9	-0.1	4.8
-41.2	1.8	-3.0	O=C(CCSc1nnc2ccccn12)Nc1ccc(F)cc1	-2.7	101.0	-2.8	1.6	-5.4	41.2	8.1	5.1
14.9	34.4	-7.4	Cc1cc(C(=O)COC(=O)c2ccc3c(c2)NC(=O)CS3)c(C)n1CCc1ccc(Cl)cc1	0.8	104.2	-1.7	-0.8	-0.2	-14.9	-3.3	-9.2
-20.6	5.4	-1.9	CC(C)(C)OC(=O)N1CCC[C@H]1c1nnc(SCC(=O)Nc2ccc(Br)cc2)o1	1.6	100.8	-13.5	-7.2	-27.6	20.6	19.1	.
